Furin inh – human furin inhibition; AID 463115; hit rate 0.061% among 220,000; inhibition, % at 30 µM; purified furin, fluorogenic substrate cleavage; P09958; in the data active = inhibition above about 25%; also: inactives centre near -15
FXIa inh – inhibitors of human coagulation factor XIa; P03951; purified FXIa, Boc-Glu-Ala-Arg-AMC fluorogenic substrate; inhibition, % at 5 µM; hit rate 0.14% among 220,000; AID 798;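 active = inhibition of at least 40%; inactive = inhibition below 40%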;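 also: fluorescence of freed AMC excited at 355 nm; 0% = enzyme without compound and 100% = no enzyme blank; many of its hits are not listed in these tables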
Thrombin inh – inhibitors of human thrombin | alpha-thrombin, Boc-VPR-AMC fluorogenic substrate cleavage | inhibition, % at 5 µM | hit rate 0.26% among 220,000;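 active = inhibition at or above 40%; inactive = inhibition below 40%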;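 also: 0% = enzyme with no compound and 100% = wells without enzyme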
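Material: human alpha-thrombin protein; Also added: Boc-VPR-AMC substrate, 15 µM final; Timing: enzyme reaction carried out at room temperature; Signal: fluorescence, ex 355 nm, em 460 nm; Measure: % inhibition of thrombin; Controls: enzyme without compound as high, wells lacking enzyme as low.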
KCC2 mod – modulates chloride dependent transport by human KCC2 | Q9H2X9 | KCC2 cells, thallium flux FluoZin-2 fluorescence | B-score of Tl+ flux slope (higher = more flux/activation; lower = inhibition) at 10 µM | hit rate 2.2% among 190,000 | AID 1456;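 active = thallium flux slope and its plate-corrected score both differing from the plate sample mean at a set confidence after two filtering rounds, in either direction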;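 also: slope of fluorescence scaled to starting intensity during 10 to 20 s after thallium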
Target sequence (Q9H2X9 whole entry, looked up): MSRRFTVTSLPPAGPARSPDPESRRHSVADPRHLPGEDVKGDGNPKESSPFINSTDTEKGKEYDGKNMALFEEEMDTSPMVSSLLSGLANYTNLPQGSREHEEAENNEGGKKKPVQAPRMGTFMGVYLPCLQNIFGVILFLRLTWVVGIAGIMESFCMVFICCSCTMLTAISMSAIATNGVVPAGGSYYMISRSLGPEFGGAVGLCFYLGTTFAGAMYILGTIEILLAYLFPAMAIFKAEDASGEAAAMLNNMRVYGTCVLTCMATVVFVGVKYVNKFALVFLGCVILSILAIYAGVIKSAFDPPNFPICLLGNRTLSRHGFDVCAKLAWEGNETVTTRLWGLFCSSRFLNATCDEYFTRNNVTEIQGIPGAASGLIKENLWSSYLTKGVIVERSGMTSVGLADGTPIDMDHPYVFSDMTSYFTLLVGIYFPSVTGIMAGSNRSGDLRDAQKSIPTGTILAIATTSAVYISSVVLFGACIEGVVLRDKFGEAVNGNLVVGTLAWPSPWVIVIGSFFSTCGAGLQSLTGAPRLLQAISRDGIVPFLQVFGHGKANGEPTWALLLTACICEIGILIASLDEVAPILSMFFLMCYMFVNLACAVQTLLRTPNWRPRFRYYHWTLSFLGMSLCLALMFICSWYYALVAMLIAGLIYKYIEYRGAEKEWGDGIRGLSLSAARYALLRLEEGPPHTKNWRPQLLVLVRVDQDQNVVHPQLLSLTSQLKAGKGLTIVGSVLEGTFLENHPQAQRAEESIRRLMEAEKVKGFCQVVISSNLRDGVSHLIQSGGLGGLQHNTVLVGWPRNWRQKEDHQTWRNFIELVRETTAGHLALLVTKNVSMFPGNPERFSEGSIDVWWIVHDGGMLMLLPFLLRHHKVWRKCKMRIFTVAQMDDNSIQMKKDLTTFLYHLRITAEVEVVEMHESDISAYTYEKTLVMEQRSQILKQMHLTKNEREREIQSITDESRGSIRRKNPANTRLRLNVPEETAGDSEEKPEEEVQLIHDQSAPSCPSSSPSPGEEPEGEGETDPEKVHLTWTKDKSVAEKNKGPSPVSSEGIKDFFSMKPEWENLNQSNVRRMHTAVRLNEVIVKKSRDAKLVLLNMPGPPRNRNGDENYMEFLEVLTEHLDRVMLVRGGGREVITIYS
PERK inhibitor – inhibitors of human PERK kinase. Q9NZJ5. CHO PERK-DD fusion, SEAP luminescence translation reporter. inhibition, % at 5.6 µM. hit rate 0.17% among 220,000. AID 1416;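 active = inhibition above the mean inhibition of all tested compounds plus 3 SD, set separately per screening campaign, cut at about 2.9% in these data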;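 also: PERK kinase domain activated by AP20187 dimerizer at 100 nM; 0% = DMSO with dimerizer and 100% = rapamycin at 8.4 µM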
KLK5 inh – blocks human kallikrein 5 protease activity; inhibition, % at 5 µM; hit rate 0.59% among 210,000; AID 873; Q9Y337; recombinant hK5, fluorogenic AMC substrate cleavage;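 active = inhibition of 40% or more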;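 also: 0% = enzyme controls without compound and 100% = no-enzyme blanks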
FXIIa inh 1536 – inhibitors of human coagulation factor XIIa; AID 800; hit rate 0.3% among 220,000; purified FXIIa, Boc-QGR-AMC fluorogenic substrate, 2 h; inhibition, % at 5 µM; in the data active = inhibition above about 40%;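 also: 0% = enzyme with no compound and 100% = blank without enzyme; many of its hits are not listed in these tables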
Rad51 HR inh – blocks human Rad51 in homologous recombination; AID 1385; hit rate 0.085% among 200,000; inhibition, % at 10 µM; hRad51 DNA strand exchange, fluorescence dequenching;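 active = inhibition above 40% at the single screening dose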;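 also: 0% = DMSO control wells and 100% = blanks with heterologous ssDNA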
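Material: hRad51 filaments on single-stranded DNA; Reagent: Donor/quencher-labelled 47-bp dsDNA substrate; Compound: 10 µM final, single point; Schedule: 37 °C 15-min filament assembly, 30-min compound preincubation, 15-min exchange; Technique: FRET fluorescence, excitation 485 nm, emission 520 nm; Benchmarks: control wells and blank wells on each plate.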
Calpain2 inh – blocks pig calpain II enzyme activity. purified calpain II, fluorogenic peptide substrate, 30 min. inhibition, % at 16 µM. hit rate 0.37% among 220,000;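 active = inhibition above about 50%, limit read from the data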
* = called active by the depositor; i = inactive; . = not tested or not shown; & = joins results of further samples; ! = repeats disagree; [ ] = another dose, or the depositor's remark.

SMILES	Furin inh	FXIa inh	Thrombin inh	KCC2 mod	PERK inhibitor	KLK5 inh	FXIIa inh 1536	Rad51 HR inh	Calpain2 inh
CCCCn1c(=O)c(-[n+]2ccccc2)c([O-])c2ccccc21	-18[20 µM]	5	2	-0.17	1.1	-27	13	4	-24
Cc1cccc(N2C(=O)C(O)=C(C(=O)c3cccs3)C2c2cccc(Oc3ccccc3)c2)n1 (stereo not drawn)	-7	-2	-4	-1.1	-0.8	1	4	-6	-63
C(=N\Nc1ncnc2ccccc12)/c1ccccc1	-3	4	0	-0.46	0.1	0	13	6	37
CC(=O)/C=C(/C)NC(Cc1c[nH]c2ccccc12)C(=O)O (stereo not drawn)	-9	-13&6	-3&-2	-1&-1.5	0.0&0.7	-4&-11	-11&12	2	-7&-19
CCOC(=O)/C(C#N)=N/Nc1c(C)n(C)n(-c2ccccc2)c1=O	-22	1	7	-2.1	1.0	-8	11	40	-11
COc1cc(/C=C2\N=C(c3ccccc3)NNC2=O)cc(OC)c1OC	-24	-11	1	0.15	-0.3	6	6	-4	-9
CCCCNC(=O)OCC(CC)NC(=O)OCC(C)C (stereo not drawn)	-21[20 µM]	-13	-1	0.031	-0.5	-2	-10	2	-6
COc1ccc(NC(=S)NCCc2c[nH]c3ccc(OC)cc23)c(OC)c1	-21[20 µM]	-5	-1	.	-0.5	4	-14	-6	8
CCOc1cc(/C=C2/C(=O)ON=C2C)ccc1OCc1ccccc1F	4[20 µM]	-2	-1	-1.7	0.3	-1	8	3	-15
CCOC(=O)C(c1ccccc1)C(Nc1ccccc1)c1ccccn1 (stereo not drawn)	-4	18	23	-0.68	-0.3	16	24	-3	18
COc1ccc2c(c1)c1ncn(CCN3CCCC3)c(=O)c1n2C	-23	-6	-6	-0.21	-1.0	-7	4	3	i
O=C(O)COc1ccccc1/C=N/NC(=O)CSc1nc2ccccc2n1Cc1ccc(Cl)cc1	-5	6	3	0.31	0.1	2	8	-31	14
CCOC(=O)c1cc(CC)sc1NC(=O)CC1Sc2ccc(C(F)(F)F)cc2NC1=O (stereo not drawn)	-10	5	-8	0.47	0.6	-15	9	6	-5
CCn1nnc(NC(=O)c2cc(Cl)c(OC)c(Cl)c2)n1	-15[20 µM]	8	2	0.24	-0.1	-13	9	9	15
C/C(=N\NC(=O)CNC(=O)C(c1ccccc1)c1ccccc1)c1ccc(C(C)(C)C)cc1	-18	-5	-8	-1	-0.3	-9	-5	-1	24
COCCNS(=O)(=O)c1ccc(-c2ccc(C)cc2)cc1	-20[20 µM]	-26	-2	.	-0.3	8	7	.	3
O=C(NCCCCNC(=O)C(F)(F)F)C(F)(F)F	-20	-2	0	0.77	0.0	-14	0	1	-14
COc1ccc(NS(=O)(=O)c2ccc(O)c(NC(=O)c3ccc(S(=O)(=O)N4CCCC4)cc3)c2)cc1	-21	3	-4	.	1.7	0	4	1	-3
CC(C)(C)C(=O)NCCN1C(=O)S/C(=C\c2ccc([N+](=O)[O-])cc2)C1=O	-7	3	-12	-0.62	-0.7	-12	5	12	26
CCOC(=O)c1cnc(-n2nc(C)cc2C)nc1NCCc1ccccc1	-4	4	-2	.	-1.2	2	7	2	-26
Cc1ccc2nc(-c3cccc(N)c3)[nH]c2c1	-13[20 µM]	5	3	-0.54	0.0	-1	13	-1	-443
CCOC(=O)CSc1c(-c2cccs2)[nH]c2ccccc12	-4	-362	1	-1.2	0.6	-9	12	-32	35
Cn1nc(-c2ccc(Cl)cc2)c2cc(C(=O)N3CCCC3)sc21	-16	-3	5	-2.2	-0.5	-4	2	-2	-85
CC1(C)CC(=O)C(Sc2ccccc2C(=O)O)=C(O)C1	-18	4	-1	0.53	1.3	-6	8	-13	-3
Cc1ccc(-c2ccc(/C=C3\SC(N4CCOCC4)=NC3=O)o2)cc1	-22	-1	-6	-1	-0.5	-4	9	-127	-42
CN(C)S(=O)(=O)c1ccc2c(c1)nc(CCC(=O)Nc1ccc3c(c1)OCO3)n2C	-4	8	-3	0.31	0.5	-11	9	5	-16
O=C(NNC(=O)c1ccncc1)Nc1ccc([N+](=O)[O-])cc1	-14	0	0	0.86	0.4	1	8	-4	12
Cc1cc(NN)nc(NS(=O)(=O)c2ccccc2)n1	-21	-5	-7	-0.048	0.0	-4	1	1	-15
CCOC(=O)N1CCN(C(=O)c2oc(=O)c3ccccc3c2-c2ccc(C)cc2)CC1	-8	-3	-4	-0.067	-0.3	0	9	0	13
CCSc1nnc(N2C(=O)CC(c3ccsc3)C3=C2CC(C)(C)CC3=O)s1 (stereo not drawn)	-14	5	9	-0.58	0.0	53*	18	8	14
O=C(c1ccccc1)c1c(O)nc(-c2ccccc2)n(-c2ccccc2)c1=O	-25	-1	-9	0.66	0.6	-17	7	-3	3
O=C(CSCc1ccccc1)Nc1ccc(F)cc1F	-12	-6	-2	0.093	1.4	-31	0	12	-16
O=C(NNC(=O)c1ccccc1F)c1cccc(Cl)c1	-16	4	-4	.	1.0	-13	5	6	0
CC(Sc1ncc(C(F)(F)F)cc1Cl)C(=O)NCC1CCCO1 (stereo not drawn)	-24	-2	-2	0.51	1.4	.	3	.	-21
Cc1[nH]c2ccc(-c3nnc(SCC(=O)c4ccccc4F)o3)cc2c1C	-23	9	1	-1.4	-0.7	4	13	3	-153
CC(=O)C1=C(c2ccccc2)N(C(C)=O)n2c(C)nnc2S1	-26	-1	1	1.9	0.5	-1	6	2	-17
Cc1cc(C)c2c(c1)/C(=N/Nc1ccc(S(N)(=O)=O)cc1[N+](=O)[O-])CCC2	-4	15	7	-0.83	-0.2	-2	10	-4	33
COc1ccc2cnn(CCOc3cc(C)ccc3C(C)C)c(=O)c2c1OC	-8	2	1	-0.62	-0.8	3	12	.	20
COc1ccc(N2CCN(C(=O)CSc3nnc4ncccn34)CC2)cc1	-14	5	5	0.35	-0.3	-11	19	6	-40
CN(C)CCCC(C)(O)C(Cc1ccccc1)c1ccccc1 (stereo not drawn)	-10	11	-1	.	1.1	-9	22	0	-4
CC(C)CC(=O)Nc1ccc2ccccc2c1	-17&-32	0&-3	-5	0.23&-0.67	3.2*!	-2&2	8	3&-5	-5&-14
CCOc1ccc(C(=O)Nc2ncccc2Cl)cc1	-25	-4	-7	0.88	1.2	0	4	0	0
Cn1cc(Br)c(C(=O)NC2CCCCC2)n1	-18[20 µM]	-1	3	-0.18	0.3	-1	12	-8	18
CC(C)(C)[C@H]1C=C(C(=O)N2CCOCC2)O[C@@H](OCc2ccc(CO)cc2)C1	-21	0	-1	0.043	1.8	0	4	2	-8
Cc1cc(COc2ccccc2OCCN2CCN(C)CC2)no1	-9[20 µM]	8	3	0.15	-1.2	-11	10	-6	-5
CC(C)Oc1ccccc1C1CC(=O)Nc2cc3c(cc21)OCO3 (stereo not drawn)	2	3	5	.	0.0	4	18	5	14
Cc1oc(-c2cccc(Cl)c2)[n+]([O-])c1C	-18	5	5	1.3	1.2	-15	20	-5	5
Cc1ccc(S(=O)(=O)N2CCOCC2)cc1NC(=O)CSc1nc2ccccc2c(=O)n1Cc1ccccc1	-23	8	-3	2.4	0.0	-8	16	.	-66
O=C(/C=C/c1ccc(OCCCF)cc1)Nc1ccnc(-c2ccncc2)n1	2	-3	-6	-0.14	-0.7	-3	5	-47	-16
CCn1c(SCC(=O)NCc2ccco2)nnc1-c1ccc(N)cc1	-22	1	4	.	-0.3	-9	9	.	-17

(next part)
SMILES	Furin inh	FXIa inh	Thrombin inh	KCC2 mod	PERK inhibitor	KLK5 inh	FXIIa inh 1536	Rad51 HR inh	Calpain2 inh
CC(C)CCNC(=O)CCSCCC(=O)NCCC(C)C	-20	3	0	0.64	0.9	-11	14	1	-10
O=C(c1cc(-c2ccncc2)nc2ccccc12)N1CCN(c2ccccn2)CC1	-15	-9	-4	0.082	-0.7	2	-14	4	-3
O=C(CCCCCn1c(=S)[nH]c2ccccc2c1=O)N1CCOCC1	25[20 µM]	6	-3	1.7	-0.1	-8	14	4	2
COC(=O)/C=c1\sc2ncnn2c1=O	-13[20 µM]	3	2	.	0.4	7	10	6	4
CC(C)N(C(=S)NC1CC2CCC1C2)c1ccccc1 (stereo not drawn)	-34	1	-10	-0.16	0.5	7	8	19	-11
COc1ccc(Br)cc1/C=C/C(=O)NCC(=O)O	-13	2	-5	0.13	1.1	1	14	-11	-10
Cc1ccccc1NC(=O)CSC1=C(C#N)C(c2ccsc2)CC(=O)N1 (stereo not drawn)	-20[20 µM]	-1	2	0.28	0.3	4	5	3	10
NS(=O)(=O)c1ccc(CCNC(=O)c2ccc3ccccc3n2)cc1	-28	-1	-3	0.15	1.1	1	11	3	-26
COC(=O)C1C(O)=C(C=Nc2ccc3ccccc3c2)C(=O)CC1(C)C (stereo not drawn)	-3	-1	-6	-0.25	-0.3	-1	4	1	-68
CCOc1ccc(C(=O)N2CCc3cc(OC)c(OC)cc3C2)cc1OCC	-20	4	5	.	-1.2	6	17	-1	-35
COc1ccc(NC(=O)CC(c2ccccc2)c2ccco2)cc1 (stereo not drawn)	-23	-7	-4	-0.43	0.9	-26	-4	-14	-5

Two entries from above, in markdown.
| Compound | Furin inh | FXIa inh | Thrombin inh | KCC2 mod | PERK inhibitor | KLK5 inh | FXIIa inh 1536 | Rad51 HR inh | Calpain2 inh |
| --- | --- | --- | --- | --- | --- | --- | --- | --- | --- |
| CC(C)CCNC(=O)CCSCCC(=O)NCCC(C)C | -20 | 3 | 0 | 0.64 | 0.9 | -11 | 14 | 1 | -10 |
| O=C(c1cc(-c2ccncc2)nc2ccccc12)N1CCN(c2ccccn2)CC1 | -15 | -9 | -4 | 0.082 | -0.7 | 2 | -14 | 4 | -3 |

Complete entries from above. Values in the order: Furin inh, FXIa inh, Thrombin inh, KCC2 mod, PERK inhibitor, KLK5 inh, FXIIa inh 1536, Rad51 HR inh, Calpain2 inh
Cc1ccccc1NC(=O)CSC1=C(C#N)C(c2ccsc2)CC(=O)N1 (stereo not drawn) in the list: -20[20 µM], -1, 2, 0.28, 0.3, 4, 5, 3, 10
COC(=O)/C=c1\sc2ncnn2c1=O in the list: -13[20 µM], 3, 2, ., 0.4, 7, 10, 6, 4
CC(C)N(C(=S)NC1CC2CCC1C2)c1ccccc1 (stereo not drawn) in the list: -34, 1, -10, -0.16, 0.5, 7, 8, 19, -11
O=C(c1cc(-c2ccncc2)nc2ccccc12)N1CCN(c2ccccn2)CC1 in the list: -15, -9, -4, 0.082, -0.7, 2, -14, 4, -3

Bioassay records (PubChem)

Not all compounds are listed; count on the stated rates, not on these rows.
